H9c2 TAG inh: inhibitors of triacylglycerol accumulation, primary screen, cell-based, uHTS, fluorescence, H9c2; actives 0.66% (n = 230,000); inhibition, % at 12.5 µM; H9c2 cells, Nile Red lipid (TAG) fluorescence; cells loaded with 200 µM oleic acid;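 active = pattern-corrected inhibition of lipid staining of at least 50% with the nuclear-stain viability signal not falling by more than 50%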;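 note: 0% = DMSO wells and 100% = triacsin C control wells; some results filed as inactive read as strong as hits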
H9c2 TAG inh DAPI viability: also measured in H9c2 TAG inh; calls as there; DAPI nuclei signal change (viability), lower = more cytotoxic, %;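 whole-well DAPI fluorescence read on a plate reader as a viability signal; minus 50 percent equals half of cells still viable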
* marks the source's active call; other numbers are inactive results; & = joins results of further samples.

molecule	H9c2 TAG inh	H9c2 TAG inh DAPI viability
COc1ccccc1C1C(C#N)=C(N)Oc2c1oc(CO)cc2=O (stereo not given)	-7	0
Cc1csc(SCCn2c(N3CCOCC3)nc3c2c(=O)[nH]c(=O)n3C)n1	-5	-6
CCOC(=O)[C@@H]1[C@H]2COc3cc(OC)ccc3[C@@H]2N2C(=O)N(c3cccc(C)c3)C(=O)[C@]12C	-4	-13
O=S(=O)(N/N=C\c1ccccc1O)c1ccc(Cl)cc1	6	-6
Cc1cc(C)c(CN2CCN(CCCn3ccc(NC(=O)OCc4ccccc4)nc3=O)CC2)c(C)c1	-30	17
CCOC(=O)C1(Cc2cccc(OC)c2)CCN(Cc2ccc3c(c2)OCCO3)CC1	-21	39
COC(=O)C1=C(C)N(CCCC(=O)O)C(=O)NC1c1ccc(-c2ccccc2)cc1 (stereo not given)	17	-4
NC(=O)COC(=O)c1ccccc1SCC(=O)NC1CCCCCC1	24	0
COc1cccc(/C=N/Nc2ncnc3c2[nH]c2ccc(C)cc23)c1OC	29	-3
COc1cc2[nH]c(=O)n(CCC(=O)NCCC(C)C)c(=O)c2cc1OC	5	-10
Fc1ccc(OCc2nc3ccccc3s2)cc1	-11	7
O=C1CC(NNc2nc3ccccc3s2)C(=O)N1c1ccc(F)cc1 (stereo not given)	7	-6
CCOC(=O)c1c(C)[nH]c(C(=O)COC(=O)c2oc3ccc(OC)cc3c2C)c1C	5	-11
N#Cc1cccc(C(=O)OCC(=O)N2CCCc3ccccc32)c1	-4	12
CC(=O)NCC(=O)N1CCC(n2nccc2NC(=O)CCCc2ccccc2)CC1	5	0

Single records, as listed above. Values in the order: H9c2 TAG inh | H9c2 TAG inh DAPI viability
CCOC(=O)C1(Cc2cccc(OC)c2)CCN(Cc2ccc3c(c2)OCCO3)CC1 is entered as -21 | 39
Cc1cc(C)c(CN2CCN(CCCn3ccc(NC(=O)OCc4ccccc4)nc3=O)CC2)c(C)c1 is entered as -30 | 17
NC(=O)COC(=O)c1ccccc1SCC(=O)NC1CCCCCC1 is entered as 24 | 0

(further entries)
molecule	H9c2 TAG inh	H9c2 TAG inh DAPI viability
Cc1ccc(S(=O)(=O)NCCNC(=O)c2nonc2N)cc1	-7	-5
CC(=O)Oc1ccc(-c2cccc(C(=O)Oc3ccccc3)c2)cc1	-2	-14
O=C(CNS(=O)(=O)c1ccc(Cl)cc1)NC1CCCCC1	-4	-4
COc1cccc(CNS(=O)(=O)c2cc3c4c(c2)CCC(=O)N4CCC3)c1	-5	-1
O=S(=O)(c1ccccc1)c1nc(-c2ccc(Cl)cc2)oc1NCCCN1CCOCC1	-14	5
N#C/C(=C(/O)COC(=O)c1ccc(O)cc1)c1nc2ccccc2[nH]1	7	0
O=C(CN1CCCCCC1=O)OCc1ncc(-c2ccccc2)o1	-9	11
CC(Cl)c1cc(-c2ncc(C(F)(F)F)cc2Cl)no1 (stereo not given)	-6	-6
COc1cccc2c1C(CCCC(=O)O)CCC2 (stereo not given)	7	4
CCOc1ncccc1C(=O)Nc1ccc2c(c1)OCCCO2	2	4
COC(=O)CSc1nnc2n(-c3ccc(OC)cc3)c(=O)c3c4c(sc3n12)CCCCC4	7	-3
CCOc1cc(/C=C2\N=C3CCCCCN3C2=O)ccc1O	-3	-6
COc1ccc(OC)c(C2C(C(C)=O)=C(O)C(=O)N2CCc2ccc(OC)c(OC)c2)c1 (stereo not given)	16	-9
COc1cccc(CN(C)C(=O)c2cc(COc3ccc4ncccc4c3)on2)c1	-23	0
Cc1cc(=O)oc(C)c1C(=O)OCC(=O)c1ccc2ccccc2c1	13	-1
COc1ccc2c(c1)c(C(=O)CN1CCOCC1)c(C)n2C	-23	3
CC(=O)N1C(=O)C2(C(C#N)=C(N)Oc3cc(C)oc(=O)c32)c2ccccc21 (stereo not given)	-1	7
CCN(CC)CCNc1nc2nonc2nc1NCCN(CC)CC	13	6
COc1ccc(NC(=O)c2ccc(S(=O)(=O)N3CC(C)CC(C)C3)cc2)cc1S(N)(=O)=O (stereo not given)	-12	51
Cc1ccc(S(=O)(=O)N(OCc2ccccc2)C(C)C(=O)O)cc1 (stereo not given)	6	4
Cc1ccc(Cn2nnc(C(=O)Nc3cc(C)ccc3C)c2N)cc1	-24	6
COc1ccc(CC(=O)OCC(=O)NCc2ccc(C)cc2)cc1OC	-13	-8
COc1cccc2cc(C(=O)N3CCC(C)CC3)c(=O)oc12	-13	-12
COc1ccc(S(=O)(=O)N2CCOCC2)cc1NC(=O)c1ccc(S(=O)(=O)N(C)c2ccccc2OC)cc1	0	-10
O=[N+]([O-])c1ccc(C=NNc2ccccc2)cc1	-8	-1
COc1ccccc1CNc1nc2cc(-c3ccccc3C)sc2c(=O)n1C	18	-1
O=[N+]([O-])c1ccc2c([N+](=O)[O-])ccc3c2c1CC3	26	-1
Cc1nc(C(F)(F)F)ccc1C(=O)N1CCC1(C)C(=O)NS(=O)(=O)c1ccc(C#N)cc1 (stereo not given)	-4	3
COC(=O)C1=C(N)Oc2cc(C)n(CC3CCCO3)c(=O)c2C1c1ccc(Cl)cc1 (stereo not given)	7	-3
COc1ccccc1/C=C/C(=O)OCC(=O)NCc1ccc2c(c1)OCO2	-4	3
COc1ccc(-c2cc(C(F)F)n3ncc(C(=O)Nc4c(C)n(C)n(-c5ccccc5)c4=O)c3n2)cc1	3	8
C=CCN(CC=C)c1nc2ccccc2nc1C(C#N)C(=O)OCCOC (stereo not given)	1	2
CCCn1c(SCc2nc3ccccc3s2)n[nH]c1=O	5	-9
Cc1c(Cl)cccc1Nc1ncccc1C(=O)O	2&-2	9&3
C=CCn1c(CSc2nc3ccccc3s2)nnc1SCC(=O)OCC	-3	10
Cc1ccc(Nc2nc(N)c([N+](=O)[O-])c(NCCO)n2)cc1	9	3
O=C(O)CC1CCC1CC(=O)O (stereo not given)	1	1
CCCn1nc(C(=O)NCC2COc3ccccc3O2)c2ccccc2c1=O (stereo not given)	-24	5
CCC(C)(C)n1nnnc1C(c1ccccc1)N1CCc2ccccc2C1 (stereo not given)	-7	0
COc1ccc(/C(C)=N/NC(=O)Cc2ccc(Cl)cc2)cc1	-31	1
COC(=O)c1ccc(-c2noc(CN(Cc3nccn3C)C(C)C)n2)cc1	1	-6
CC1=[N+](C)c2c(ccc3cccnc23)C1(C)C	-5	-3
CCCOc1ccc(CSc2nnc(CCC)n2N)cc1	6	-4
C=C1CCN([C@@H](CC(C)C)C(=O)NCCC(C)C)S(=O)(=O)c2ccccc21	10	-13
CCNc1nnc(CSc2nc3ccccc3s2)s1	13	-6
Cn1cnc(S(=O)(=O)N2CCCCC2c2cc(C(=O)Nc3ccccc3Cl)no2)c1 (stereo not given)	9	-6
COc1ccc(CNC(=O)c2ccccc2NS(C)(=O)=O)cc1	6	-8
Cc1cc(C)n2c3c(c(C#N)c2n1)CCCC3	-5	8
Cc1cccc(NS(=O)(=O)c2nnc(NC(=O)C3CCCCC3)s2)c1	4	-4
CCc1ccc(N(C(=O)c2snc(C(N)=O)c2N)C(C(=O)NCC2CCCO2)c2cccs2)cc1 (stereo not given)	-1	12
CN(CC(=O)Nc1c(Cl)cccc1Cl)C(=O)CCC(=O)c1ccccc1	-1	-4
Cn1c(SCC(=O)Nc2ccc(F)cc2)nc2c([nH]c3ccccc32)c1=O	10	-15
Cc1cccc(C(=O)NNC(=O)c2ccccc2-n2cccc2)c1	-7	-5
Cc1ccc(S(=O)(=O)N2[C@@H](c3ccc(Cl)cc3)C(C(=O)O)=CC[C@H]2c2ccc(C(C)C)cc2)cc1	-11	2
CCNC(=O)C(=O)Nc1ccc(OC)c(Cl)c1	-25	8
CC(=O)c1ccccc1NC(=O)COC(=O)CN1C(=O)C2CCCCC2C1=O (stereo not given)	5	-9
COc1ccccc1NC(=S)N1CCn2cccc2C1c1cccnc1 (stereo not given)	3	-1
CN(C(=O)COC(=O)Cc1c[nH]c2ccccc12)c1c(N)n(Cc2ccccc2)c(=O)[nH]c1=O	-5	-2
CN(C)S(=O)(=O)c1ccc(Cl)c(NC(=O)CNC2(C)CCS(=O)(=O)C2)c1 (stereo not given)	-14	1
O=C(O)c1cc([N+](=O)[O-])cc2ccccc12	1	6

Additional results follow:
molecule	H9c2 TAG inh	H9c2 TAG inh DAPI viability
O=C(C[C@@H]1C/C=C\C[C@H](Cc2ccc(F)cc2)C(=O)OC[C@H]2CCCN2C1=O)NCCO	14	4
CC1(C(=O)Nc2ccc3nc[nH]c3c2)CCN1C(=O)Cc1ccc(-c2ccccc2)cc1 (stereo not given)	-2	2
Cc1ccc(-c2nc(C#N)c(NCC3CCCO3)o2)cc1 (stereo not given)	6	4
O=C(COC(=O)c1ccc(S(=O)(=O)NCc2ccco2)cc1)Nc1ccccc1	-5	1
CCN(CC)C(=O)OCc1c(-c2cccc(OC)c2)ncc2ccccc12	-19	1
COc1ccccc1/C=C/C(=O)N1CCN(S(=O)(=O)c2cc(C)ccc2C)CC1	-5	-9
COC(=O)c1cc(CSC(=N)N)ccc1OCCC(C)C	9	14
COc1ccccc1OCCCn1c(=O)oc2ccc(C)cc21	5	-34
CC1CCCN(C(=O)COC(=O)c2cc(-c3cccs3)nn2-c2ccccc2)C1 (stereo not given)	14	-5
COc1cc(NC(=O)CSc2nnc3c(C)cc4cc(C)cc(C)c4n23)c(C(=O)O)cc1OC	-6	3
O=C(CCNC(=O)c1ccccc1)OCC(=O)c1ccccc1	-7	0
CC(=O)Nc1cc(-c2cccc(N)c2)cn2c(-c3ccccc3)cnc12	-6	1
O=C(O)/C=C\C(=O)Nc1ccccc1N1CCN(c2ccccc2)CC1	9	-5
Cc1cc(C)cc(OCC(=O)OCC(=O)NC2CCCCCCC2)c1	-2	-1
O=C(O)C1C2CCC(C2)C1C(=O)Nc1cc(F)ccc1F (stereo not given)	-14	10
COc1ccc(NC(=O)CSc2nnc(Cc3cccn3C)n2-c2ccc(F)cc2)cc1OC	2	-7
CCc1ccc2nc(SCC(=O)Nc3nnc(C)s3)c(C)cc2c1	14	-9
COc1ccc(OCc2cc(C(=O)N3CCC(c4ccccc4)CC3)no2)c(Cl)c1	-21	-4
CC(C)c1ccccc1NC(=S)NC(=O)C1CCCCC1	-41	-8
COC(=O)CCCCCCCC(=O)Nc1nnc(C(F)(F)F)s1	5	1
CCOc1ccc(N2C(=O)NC(Cc3c[nH]c4ccccc34)C2=O)cc1 (stereo not given)	-8	7
Cc1cc(-c2nc(C)c(-c3nnc(SCC(=O)Nc4ccccc4)n3C)s2)no1	4	5
O=C(COC(=O)CN1C(=O)COc2ccccc21)NCc1ccc(F)cc1	1	-2
CC(C)=CCC/C(C)=C/CNC(=O)CC1C[C@H](C(=O)N(C(C)C)C(C)C)[C@@]2(C)c3[nH]c4ccccc4c3CCN2C1=O (stereo not given in full)	40	-15
CN(C)CCNC(=O)C(=O)NCC1CCCN1S(=O)(=O)c1cccs1 (stereo not given)	-11	3
Cc1cc(C)c(NC(=O)CNC(=O)CN2C(=O)NC3(CCCc4ccccc43)C2=O)c(C)c1 (stereo not given)	-10	0
CC1CCC(NC(=O)c2ccc(Br)o2)CC1 (stereo not given)	-10	3
CSc1nnc(-c2ccccc2N=Cc2c(C)[nH]n(-c3ccc4ccccc4c3)c2=O)c(=O)[nH]1	9	-4
CC(=O)N1CCN(c2ccc(NCc3ccc(Br)o3)cc2)CC1	-10	-3
CCCSC1=N/C(=C\c2ccsc2)C(=O)S1	6	-1

Pulled one by one from the list above (6):
molecule	H9c2 TAG inh	H9c2 TAG inh DAPI viability
O=C(CCNC(=O)c1ccccc1)OCC(=O)c1ccccc1	-7	0
CC(=O)NCC(=O)N1CCC(n2nccc2NC(=O)CCCc2ccccc2)CC1	5	0
CN(C(=O)COC(=O)Cc1c[nH]c2ccccc12)c1c(N)n(Cc2ccccc2)c(=O)[nH]c1=O	-5	-2
CC(=O)Oc1ccc(-c2cccc(C(=O)Oc3ccccc3)c2)cc1	-2	-14
CC1=[N+](C)c2c(ccc3cccnc23)C1(C)C	-5	-3
CCNC(=O)C(=O)Nc1ccc(OC)c(Cl)c1	-25	8

The list continues:
molecule	H9c2 TAG inh	H9c2 TAG inh DAPI viability
O=C(Nc1nccs1)C1=COCCO1	5	0
O=C(NCc1ccccn1)c1nn(-c2ccccc2)c(=O)c2ccccc12	-8	3
NNC(=O)c1csc(-c2ncc(C(F)(F)F)cc2Cl)n1	3	9
CS(=O)(=O)N(CC(=O)Nc1ccccc1)c1cccc(Cl)c1Cl	28	-13
Cc1ccc(Cl)cc1N1CCN(C(=O)C2CCC(=O)N2C(C)C)CC1 (stereo not given)	-7	9
CCOc1ccc2nc(NC(=O)C3CCCN(S(=O)(=O)c4cccs4)C3)sc2c1 (stereo not given)	34	-3
CN(C)c1ccc(-c2ccnc3c2CC(C)(C(=O)NCc2ccncc2)O3)cc1 (stereo not given)	15	-8
O=C(C[n+]1cccc(O)c1)Nc1ccc(Br)cc1	-23	3
O=C1CCN(Cc2ccc(O)cc2)CCN1CCO	13	-2
CCCNC(=O)Cn1cccc1C(=O)c1ccccc1	10	-9
N#CCCN(C(=O)CSc1ccc2c(c1)OCCO2)c1ccc(F)cc1	1	-2
Cc1sc2nc(SCC(=O)NCCOCCO)nc(N)c2c1C	-3	-12
CC(Sc1ncnc2c1cnn2-c1ccccc1)C(=O)Nc1ccc(N2CCOCC2)cc1 (stereo not given)	21	0
Cn1c(N)c(C(=O)COC(=O)c2ccccc2C(=O)c2ccccc2)c(=O)n(C)c1=O	-3	-9
CNCC[C@H](Oc1ccc(C(F)(F)F)cc1)c1ccccc1	-4	9

Some of the compounds tested. The share of hits here may be higher or lower than overall.
